# Screening results as filed in PubChem BioAssay.
# K1F lysis inhibition = inhibition of K1F phage lysis, E. coli UTI89, bacterial capsule biogenesis inhibitors, alamar blue (AID 488966). E. coli UTI89 K1F phage lysis, alamar blue, 2 h; higher % means a stronger effect. inhibition, % at 100 µM; hits with a dose series show IC50 in µM. 340,000 tested, 0.02% active;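 active means phage lysis inhibition, versus mean bacterial control, above a set limit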;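 further: capsule biogenesis inhibitors block K1F phage lysis so surviving cells raise fluorescence; higher fluorescence means more inhibition of phage lysis; actives were called in the ten point dose series up to 300 µM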
# Dynein cargo inh = blocks dynein driven cargo transport along microtubules. 3617.4 mouse cells, GR-EGFP nuclear translocation imaging; test concentration mostly 20 µM; stimulated with dexamethasone, 1 µM; hits give low values. z-score, hits read low. 220,000 tested, 0.47% active;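 active means plate z-score of nuclear minus cytoplasmic receptor signal below a set negative limit, without overly bright fluorescence or cell loss, cut at about -3.5 in these data, passing the limit was not always enough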;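 further: z-score of nuclear minus cytoplasmic ring GR-EGFP intensity difference per well; some compounds called inactive have numbers as strong as hits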
#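 Buffer or medium: tet-free, stripped-serum medium; reagent: dexamethasone at 1.0 µM final, 30 min; incubation: 48 h induction, 1 h compound, 30 min dex at 37 °C; measured by: formaldehyde fixation, Hoechst nuclear stain, 10x automated fluorescence imaging; read-out: nuclear-to-cytoplasmic GR-EGFP distribution per well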
# MT stabilizer = microtubule stabilization, imaging screen; % tubulin-high responders, % at 10 µM; AID 2205; 200,000 tested, 0.83% active; HeLa tubulin immunostaining HCS, 24 h; share of cells brighter than vehicle mean+2SD;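 active means plate Z-score above 3 for both tubulin-high and condensed-nucleus cell shares, with cell loss under 80%, at 10 µM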;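 further: anti alpha tubulin signal scored within the nucleus-defined area of each cell; some results filed as inactive read as strong as hits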
# P. falciparum M1AAP = malaria alanyl aminopeptidase activity blockers – biochemical, fluorogenic H-Leu-NHMec substrate, 1536-well (AID 1445). recombinant M1AAP, H-Leu-NHMec fluorogenic kinetic assay; higher % means a stronger effect. inhibition, % at 30 µM, or IC50 in µM where a hit was titrated. 220,000 tested, 0.42% active;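 active means primary inhibition above the hit cutoff, then over 50% inhibition at one or more dose response concentrations, cut at about 23% in these data, passing the limit was not always enough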;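 further: plate controls were DMSO full reaction for no effect and no enzyme background for full effect; strong numbers were not always called active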
# Ins promoter up = MIN6 insulin promoter up-regulation. AID 1625. z-score at 5 µM. 190,000 tested, 0.3% active. MIN6 insulin promoter-GFP reporter, high-content imaging; hits give high values;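 active means z-score above 3 at 5 µM with at least 500 cells counted in the well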
# ER stress rescue = protection against thapsigargin-triggered cell killing – 384-well, CSM14.1, ATP luminescence, primary screen (AID 1222) | CSM14.1 thapsigargin-induced death rescue, ATP luminescence; higher % means a stronger effect | cellular ATP content (survival), % at 20 µM; hits with a dose series show EC50 in µM | 190,000 tested, under 10 active;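 active means EC50 below 50 µM in the dose-response confirmation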;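 further: death triggered by thapsigargin at about 15 µM added after 2 h compound pretreatment; cell ATP read after overnight thapsigargin exposure of roughly 18 to 22 hours; normalized against plate controls of thapsigargin alone and 5% DMSO vehicle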
# b-catenin transl = alters nuclear translocation of beta-catenin in HeLa cells. nuclear translocation activity, % at 5 µM. AID 1665. 190,000 tested, 0.3% active. immunofluorescence imaging;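 active means nuclear translocation activity above 50% at 5 µM, with a well cell count of 50 or more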;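 further: per-cell ratio of nuclear to cytoplasmic median beta-catenin stain intensity; plate controls were DMSO negative control for no effect and GSK-3 inhibitor IX positive control for full effect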
#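 Test system: human HeLa cells, native beta-catenin. Compound dosing: 5 µM primary single dose, 0.1% DMSO, 0.02–20 µM confirmation series. Incubation: compound exposure 24 h at 37°C. Detection: beta-catenin immunostaining with DAPI counterstain, 20x imaging, 6 fields/well. Read-out basis: Nuclear/cytoplasmic beta-catenin signal ratio, % activation.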
# Autophagy mod = alters autophagy in cells | MEF GFP-LC3 puncta imaging; test concentration mostly 10 µM | calls only at 10 µM (by protocol) | 190,000 tested, 0.98% active;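 active means percentage of spot-positive cells more than 3 SD above its plate mean, without a fluorescence outlier flag or 80% toxicity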;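 further: spot-positive cell cutoff set from DMSO-treated cells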
# P. falciparum M17LAP = P. falciparum M17LAP inhibitors, primary screen, biochemical, fluorogenic H-Leu-NHMec substrate, 1536-well (AID 1619); recombinant M17LAP, H-Leu-NHMec fluorogenic kinetic assay; higher % means a stronger effect; inhibition, % at 30 µM; hits with a dose series show IC50 in µM; 220,000 tested, 0.38% active;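 active means compound inhibiting the enzyme by more than half at any dose during confirmatory dose-response retesting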;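 further: plate controls were full reaction with DMSO carrier for no effect and no enzyme background for full effect; strong numbers were not always called active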
# Dynein cargo inh cytoplasmic EGFP = further read-out of Dynein cargo inh, marked with its call; z-score; measured here: cytoplasmic GR-EGFP intensity; hits give high values
# Dynein cargo inh nuclear GR-EGFP = second read-out of Dynein cargo inh, no call of its own (marks repeat the call); z-score; measured here: nuclear GR-EGFP intensity;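 lower value marks the stronger effect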
# Dynein cargo inh cell count = further read-out of Dynein cargo inh, marked with its call; z-score; measured here: cell count per field
# Ins promoter up cell count = recorded beside Ins promoter up, whose call it bears; cell count; measured here: cytotoxicity, nuclei count;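 total cells summed across four imaged fields per well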
# b-catenin transl cell count 5 µM = further read-out of b-catenin transl, marked with its call; cell count; measured here: cell count, cytotoxicity flag
# MT stabilizer Hoechst-high % = second read-out of MT stabilizer, no call of its own (marks repeat the call); % Hoechst-high responders; measured here: nuclear condensation Hoechst responders;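 share of cells brighter than vehicle mean plus two SD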
# MT stabilizer cytotoxicity % = recorded beside MT stabilizer, whose call it bears; toxicity, %; measured here: cytotoxicity by cell density;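 0% = mean cell density of plate MIN control wells and 100% = no cells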
# Autophagy mod cell loss 18 h = recorded beside Autophagy mod, whose call it bears; toxicity, %; measured here: cell loss, nuclei count;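 cell loss after 18 h compound exposure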
# * marks the source's active call; other numbers are inactive results; i = inactive; . = not tested or not shown; [ ] = remark or other dose.
SMILES,K1F lysis inhibition,Dynein cargo inh,Dynein cargo inh cytoplasmic EGFP,Dynein cargo inh nuclear GR-EGFP,Dynein cargo inh cell count,MT stabilizer,MT stabilizer Hoechst-high %,MT stabilizer cytotoxicity %,P. falciparum M1AAP,Ins promoter up,Ins promoter up cell count,ER stress rescue,b-catenin transl,b-catenin transl cell count 5 µM,Autophagy mod,Autophagy mod cell loss 18 h,P. falciparum M17LAP
C=CCN1c2ccccc2[C@]23C[C@@H](C(=O)OC)N(C(=O)CC(C)C)C2=NC(C(=O)OC)=C(C(=O)OC)[C@H]13,1.0%,0.69,-0.73,0.59,-0.41,.,.,.,3%,0.06,893,.,-0.6,1195,.,.,-9%
Cc1ccc(C)c2nc(N3CCCC3)c(C#N)cc12,9.0%,-0.55,-0.18,0.041,0.79,2.5,2.3,11,12%,0.25,1620,1.3%,-6.8,1036,i,21,-6%
CC1(C)CC(=O)C=C(NCCO)C1,2.9%,0.17,-0.33,0.1,-0.057,4.4,3.3,2.2,-1%,0.01,1158,1.4%,1.0,1068,i,21,-11%
COc1ccc(N2CC(C)Cn3c2nc2c3c(=O)n(Cc3ccccc3)c(=O)n2C)c(OC)c1 (stereo unspecified),-0.1%,-0.51,-0.12,-0.23,0.17,2.0,2.8,6.9,8%,-0.37,1171,2.9%,.,.,i,4,2%
COc1ccccc1C(=O)NC(=S)Nc1ccc(N2CCOCC2)c(Cl)c1,0.4%,-0.19,-0.18,-0.16,0.59,1.4,3.0,6.7,-5%,-2.1,1256,-0.9%,0.6,1034,i,5,-6%
CN(C)S(=O)(=O)c1ccc(NC(=O)CNc2cc(S(=O)(=O)N3CCCC3)ccc2OCC(F)(F)F)cc1,0.0%[50 µM],-0.64,-0.28,-0.45,-0.055,2.3,4.3,3.4,3%,.,.,1.6%,-0.4,920,i,0,-8%
Cc1cccc(NC(=S)NNC(=O)c2ccc3c(c2)OCO3)c1,-3.6%,0.16,-0.29,-0.038,-0.33,2.5,4.7,11,-18%,0.37,1141,-8.2%,1.0,479,i,-4,-35%
Cc1cccc(C)c1NC(=O)c1ccc(-n2cnnn2)cc1,-0.8%,-0.23,-0.25,0.1,0.76,1.6,1.5,4.4,-7%,0.28,1089,-2.1%,-0.9,848,i,9,-9%
COCCNC(=O)CN(c1ccc(C)cc1)S(=O)(=O)c1ccccc1,0.2%,-0.56,-0.22,-0.22,0.31,2.3,2.4,0.5,-3%,0.34,1193,-1.1%,-0.7,1050,i,-7,8%
Cc1cc(C)n2nc(SCC(=O)NC(=O)NCc3ccco3)nc2n1,-0.5%,-0.45,-0.24,0.5,-0.42,1.3,1.3,6.6,8%,-0.43,1074,-1.3%,-1.2,1077,i,7,-2%
Cn1cc(CN(Cc2ccccc2)C[C@@H]2CCC(=O)N2)c(-c2ccccc2F)n1,0.2%,-1.4,-0.18,-0.73,-0.56,3.1,3.0,9.4,3%,.,.,0.3%,-0.8,1601,i,-4,-12%
Cc1nnc(SCC(=O)Nc2ncc(S(=O)(=O)c3ccc([N+](=O)[O-])cc3)s2)s1,-2.6%,-0.52,-0.23,-0.062,-0.082,5.9,2.9,3.0,1%,0.65,1394,0.1%,-0.5,1070,i,-11,2%
O=C(NC(=S)Nc1cccc2[nH]ncc12)c1ccccc1,0.6%,-0.62,-0.24,-0.32,0.34,1.4,1.4,7.7,6%,-0.34,1230,.,0.5,1041,i,3,-1%
COc1ccc([N+](=O)[O-])cc1NC(=O)Cc1noc2ccccc12,0.3%,-0.2,-0.34,-0.56,0.95,2.8,1.7,7.1,3%,-0.76,1283,-11%,0.0,1100,i,-1,0%
CCC(=O)OCCNc1nc(-c2ccccc2)nc2ccccc12,0.5%,-1.3,-0.34,-0.73,1.4,2.3,2.4,9.0,1%,-0.55,1257,-0.2%,1.0,1061,i,3,6%
COC(=O)c1ccccc1S(=O)(=O)N(CCCO)Cc1cc2c(C)ccc(C)c2[nH]c1=O,-0.3%,-0.52,-0.27,-0.99,1.9,3.0,1.8,5.1,3%,-1.1,1398,-1.9%,-0.7,889,i,-12,8%
O=C(c1ccc2c(c1)OCO2)N1CCCc2ccccc21,1.8%,-0.63,-0.22,-0.059,0.44,4.9,2.3,5.6,-2%,-1.7,805,-1.2%,-0.5,1115,i,-1,-10%
CCCS(=O)(=O)N1CCN(C(=O)c2cccnc2)CC1,0.1%,-0.41,-0.23,0.023,0.16,3.0,2.6,4.5,0%,0.46,1238,.,0.1,1067,i,-61,10%
COCCNC(=O)Cn1cnc([N+](=O)[O-])n1,0.3%,0.32,-0.2,0.28,0.16,2.0,0.7,6.2,0%,-0.4,1297,0.4%,0.1,1089,i,-25,-1%
CCN(C(=O)CSc1nnc(NC2CCCCC2)s1)C1CCS(=O)(=O)C1 (stereo unspecified),0.0%,1.3,-0.27,1.3,-0.25,0.8,0.8,4.7,6%,-0.32,831,0.7%,2.5,1140,i,-5,8%
Cc1cc(NC(=O)COC(=O)C2CCN(S(=O)(=O)c3c(Cl)cccc3Cl)CC2)no1,-0.2%,-0.95,-0.16,-0.46,0.29,1.4,1.9,8.5,-4%,.,.,-0.4%,.,.,i,1,2%
CS(=O)(=O)N1CCN(c2ccc([N+](=O)[O-])cc2F)CC1,0.2%,-0.51,-0.25,-0.34,0.49,2.1,2.9,4.0,6%,2,1046,.,0.0,956,i,2,-16%
O=[N+]([O-])c1cc(C(F)(F)F)ccc1Sc1ccc2ccccc2n1,-1.9%,0.8,-0.039,1,0.0016,1.9,1.3,3.8,-4%,-0.11,1327,-0.7%,-1.7,1464,i,-26,-7%
COc1ccc(/C=C/C(=O)NC(=S)N2CCN(c3ccccc3OC)CC2)cc1,0.9%,0.8,-0.18,0.9,-0.4,.,.,.,4%,0.08,953,.,-0.1,1402,.,.,1%
O=C(O)CC1C(=O)NCCN1Cc1cccs1 (stereo unspecified),-0.1%,0.089,-0.31,-0.064,0.54,2.0,1.6,7.5,4%,.,.,-1.5%,-1.5,1143,i,-3,-2%
CC(C)Oc1cccc(-c2cc(C(=O)N3CCN(c4ncccn4)CC3)c3ccccc3n2)c1,4.9%,-0.78,-0.25,-0.42,0.87,3.6,3.1,0.2,2%,-0.4,781,3.4%,.,.,i,9,0%
N#C/C(=C\C=C\c1ccccc1[N+](=O)[O-])C(=O)NC1CCCCC1,0.3%,0.65,-0.22,0.84,-1.1,2.8,1.6,5.4,13%,-0.57,1241,3.3%,-0.9,1073,i,12,2%
CCOC(=O)C1(CCCc2ccccc2)CCN(C(=O)c2ocnc2C)CC1,-1.0%,-0.29,-0.28,-0.19,0.75,3.0,1.9,6.8,-3%,-1.1,1449,3.2%,-0.1,973,i,21,-7%
CC1(C)CC(=O)C2=C(C1)OC(N)=C(C#N)C2c1ccoc1 (stereo unspecified),-0.1%,0.26,-0.11,0.41,-1.9,2.1,1.9,7.3,1%,-0.55,1306,.,0.8,1076,i,-6,2%
O=C(NCc1ccc2c(c1)OCO2)c1cc(-c2ccccc2Cl)on1,1.6%,0.23,-0.2,-0.82,0.66,1.6,2.3,5.6,1%,-0.4,1680,1.4%,-0.4,1369,i,-9,-2%
